SIAE inh: human SIAE inhibition, primary screen; SIAE FP-Rh probe binding, fluorescence polarization; actives 0.69% (n = 370,000); inhibition, % at 9.66 µM;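 active means inhibition above a cutoff: mean of compounds within the control limits plus 3 SD of those, cut at about 17% in these data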;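 further: 0% = plate median of compound wells and 100% = probe without SIAE protein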
Target sequence (Q9HAT2 whole entry, looked up): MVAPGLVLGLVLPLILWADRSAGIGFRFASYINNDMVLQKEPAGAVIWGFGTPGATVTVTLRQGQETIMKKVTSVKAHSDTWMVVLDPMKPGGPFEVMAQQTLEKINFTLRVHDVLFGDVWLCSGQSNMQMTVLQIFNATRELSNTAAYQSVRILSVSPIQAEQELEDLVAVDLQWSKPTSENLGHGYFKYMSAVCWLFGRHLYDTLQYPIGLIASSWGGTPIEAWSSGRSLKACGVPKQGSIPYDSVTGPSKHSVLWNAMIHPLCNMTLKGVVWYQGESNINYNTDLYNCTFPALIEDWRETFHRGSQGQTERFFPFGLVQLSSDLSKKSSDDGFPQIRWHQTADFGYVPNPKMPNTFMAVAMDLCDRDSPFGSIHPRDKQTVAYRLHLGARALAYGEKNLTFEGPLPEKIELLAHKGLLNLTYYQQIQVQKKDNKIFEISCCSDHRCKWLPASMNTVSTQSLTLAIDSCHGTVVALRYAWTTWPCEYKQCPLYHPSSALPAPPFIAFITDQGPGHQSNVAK
PRMT1 inh: blocks human protein arginine methyltransferase 1 | Q99873 | actives 1.3% (n = 370,000) | inhibition, % at 2.79 µM | recombinant PRMT1, activity-based probe fluorescence polarization | AID 652257;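 active means inhibition above about 21% made by adding two undisclosed values, limit read from the data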
MBD2 DNA inh: blocks human MBD2 binding to methylated DNA; Q9UBB5; TR-FRET, MBD2 binding to methylated oligonucleotide; inhibition, % at 4.4 µM; actives 0.31% (n = 370,000); in the data active means inhibition above about 13%
TCR CD3 inh: blocks the human TCR-CD3 interaction; AID 651800; inhibition, % at 9.4 µM; TAMRA-labeled TCR probe fluorescence, biochemical; actives 0.37% (n = 360,000); in the data active means inhibition above about 19%;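 further: recombinant mutant TCR 2C K166C tagged with TAMRA read by polarization; 0% = receptor in buffer alone and 100% = receptor with positive control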
KLK7 zymogen act: proKLK7 (human) activation, primary screen | actives 0.9% (n = 370,000) | AID 652039 | purified proKLK7, EDANS-DABCYL substrate fluorescence; 100% is mature enzyme control, 0% vehicle | activation, % at 7 µM;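 active means activation above the mean of all tested compounds plus 3 SD, computed per campaign excluding outliers beyond control limits, cut at about 13% in these data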
LEDGF integ inh: blocks HIV-1 LEDGF/p75-dependent DNA integration; actives 0.64% (n = 370,000); TR-FRET IN-LEDGF/p75 DNA integration, Eu/Cy5; AID 743269; inhibition, % at 3.7 µM;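 active means inhibition above the screen-wide mean plus 3 SD, cut at about 13% in these data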;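 further: signal is the Cy5 over europium emission ratio at 671 and 618 nm; 0% = plate median of compound wells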
UHRF1 binding: UHRF1 methyl-DNA binding inhibition; AID 687016; actives 0.75% (n = 370,000); UHRF1 binding to methylated oligo, TR-FRET; inhibition, % at 4.4 µM; in the data active means inhibition above about 21%;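 further: UHRF1 SRA domain binding a hemimethylated CpG hairpin DNA probe; 0% = median of test compound wells and 100% = reference inhibitor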
TDP2 inh: TDP2 (human) inhibition, absorbance primary screen | AID 720702 | recombinant TDP2, T5PNP hydrolysis, p-nitrophenol absorbance 415 nm | inhibition, % at 12.8 µM | O95551 | actives 0.34% (n = 370,000);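 active means inhibition above the mean of all tested compounds plus 3 SD, set per campaign, cut at about 25% in these data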;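 further: 0% = DMSO with enzyme and 100% = buffer with substrate but no TDP2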
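Test system: Human TDP2 enzyme | Reagent: 5 mM T5PNP | Compound dosing: 12.8 µM single point, 1% DMSO | Incubation: Enzyme reaction with compound for 2 h at 37 °C | Technique: p-Nitrophenol epi absorbance | Read-out: % inhibition relative to enzyme-containing and enzyme-free wells | Benchmarks: High control without enzyme, low control DMSO plus TDP2 | Replicates: Singlicate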
Tn6 DDE FP: disrupts Tn6 cyclic peptide binding to fibrin D-Dimer-E complex | inhibition, % at 8.3 µM | P02675 | Fibrin DD(E) TRITC-Tn6 fluorescence polarization displacement | actives 0.21% (n = 370,000);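 active means inhibition above a per-campaign cutoff: mean of compounds within control limits plus 3 SD, cut at about 15% in these data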;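 further: 0% = median of all compound wells on the plate and 100% = blocking peptide control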
Target sequence (P02675 whole entry, looked up): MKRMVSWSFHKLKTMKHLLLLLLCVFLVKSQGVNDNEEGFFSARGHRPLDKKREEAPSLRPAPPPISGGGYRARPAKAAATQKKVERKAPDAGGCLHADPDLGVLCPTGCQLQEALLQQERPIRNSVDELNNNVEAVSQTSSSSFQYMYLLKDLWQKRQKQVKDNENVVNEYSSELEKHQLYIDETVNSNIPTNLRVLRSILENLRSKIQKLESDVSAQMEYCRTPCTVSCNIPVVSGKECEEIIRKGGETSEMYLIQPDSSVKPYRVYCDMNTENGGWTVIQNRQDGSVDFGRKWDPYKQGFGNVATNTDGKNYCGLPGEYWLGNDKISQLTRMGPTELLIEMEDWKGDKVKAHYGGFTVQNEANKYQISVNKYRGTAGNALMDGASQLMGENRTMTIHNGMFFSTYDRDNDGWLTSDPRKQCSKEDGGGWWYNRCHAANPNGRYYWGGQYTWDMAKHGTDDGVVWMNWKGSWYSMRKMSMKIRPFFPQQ
DDE Tn7 FP inh: disrupts Tn7 cyclic peptide binding to fibrin D-Dimer-E complex; P02675; FP displacement of FITC-Tn7 peptide from fibrin DD(E); 0% = median of compound wells per plate; inhibition, % at 8.3 µM; actives 0.13% (n = 370,000); AID 720508;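 active means inhibition above the mean of compounds falling within the control limits plus 3 SD of them, cut at about 14% in these data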;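 further: 0% = plate median of compound wells and 100% = 10 µM Aha-Tn7 peptide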
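Assay system: Human clot-derived fibrin DD(E) complex | Buffer or medium: Tris/NaCl/CaCl2 buffer, pH 7.8 | Repeats: One replicate per compound | Benchmarks: Aha-Tn7 high control | Measure: % inhibition scaled between sample-field median and high-control FP | Schedule: 10 min plus 3 h, room temperature | Signal: Fluorescence polarization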
* = called active by the depositor. This is a subset; rates above refer to the full screens.

O=c1c2ccccc2nc(/C=C/c2ccc(O)cc2)n1-c1ccccc1O was read as SIAE inh -4, PRMT1 inh 0, MBD2 DNA inh 6, TCR CD3 inh -3, KLK7 zymogen act -1.2, LEDGF integ inh -1, UHRF1 binding 1, TDP2 inh -1, Tn6 DDE FP -3 and DDE Tn7 FP inh -1.
`Cc1cc(N2CCNC[C@@H]2C)ccc1N1CC[C@H](O)C1` gave SIAE inh 7, PRMT1 inh 49*, MBD2 DNA inh -2, TCR CD3 inh 6, KLK7 zymogen act 1.3, LEDGF integ inh 7, UHRF1 binding -3, TDP2 inh 6, Tn6 DDE FP 16* and DDE Tn7 FP inh 2.
Screening Cc1cccc(NC(=O)CN2CCN(C(=O)COc3cccc(Br)c3)CC2)c1C returned SIAE inh 0, PRMT1 inh 1, MBD2 DNA inh 4, TCR CD3 inh -2, KLK7 zymogen act 0.8, LEDGF integ inh -3, UHRF1 binding 12, TDP2 inh 1, Tn6 DDE FP 7 and DDE Tn7 FP inh -5.
`O=[N+]([O-])CCO` gave SIAE inh 1, PRMT1 inh -3, MBD2 DNA inh -7, TCR CD3 inh -3, KLK7 zymogen act 0.5, LEDGF integ inh 2, UHRF1 binding 1, TDP2 inh -14, Tn6 DDE FP -1 and DDE Tn7 FP inh -2.
OC(Cn1c2ccccc2c2ccccc21)C[n+]1ccccc1 (centres undefined) was read as SIAE inh 3, PRMT1 inh 3, MBD2 DNA inh 8, TCR CD3 inh -7, KLK7 zymogen act -0.9, LEDGF integ inh -4, UHRF1 binding 0, TDP2 inh 4, Tn6 DDE FP -10 and DDE Tn7 FP inh 0.
`CCN1CCN(c2ccc(N)c(C)c2)CC1` gave SIAE inh 8, PRMT1 inh -4, MBD2 DNA inh -6, TCR CD3 inh 5, KLK7 zymogen act 0.0, LEDGF integ inh 3, UHRF1 binding 1, TDP2 inh 5, Tn6 DDE FP 5 and DDE Tn7 FP inh 3.
`Clc1cccc(N2Cc3cc(-c4ccccc4)ccc3-n3nncc3C2)c1` gave SIAE inh -6, PRMT1 inh 9, MBD2 DNA inh 9, TCR CD3 inh -5, KLK7 zymogen act -0.3, LEDGF integ inh 67*, UHRF1 binding 10, TDP2 inh -4, Tn6 DDE FP 0 and DDE Tn7 FP inh -7.
For CC1=C2[C@H]3OC(=O)[C@@H](C)[C@@H]3CC[C@@]2(C)C=CC1=O the results were SIAE inh -2, PRMT1 inh -3, MBD2 DNA inh 2, TCR CD3 inh 3, KLK7 zymogen act -0.3, LEDGF integ inh 2, UHRF1 binding 1, TDP2 inh -15, Tn6 DDE FP 10 and DDE Tn7 FP inh 1.
For Cc1ccc(OC(=O)N(C)C[C@@H]2OCc3ccccc3-c3c(n(C)c4ccccc34)C(=O)N([C@H](C)CO)C[C@H]2C)cc1 the results were SIAE inh -3, PRMT1 inh 1, MBD2 DNA inh -1, TCR CD3 inh 4, KLK7 zymogen act 0.8, LEDGF integ inh 3, UHRF1 binding -2, TDP2 inh 5, Tn6 DDE FP 2 and DDE Tn7 FP inh 3.
Screening Cc1cccc(-n2c(-c3ccc([N+](=O)[O-])cc3)nc3ccccc3c2=O)c1 returned SIAE inh -1, PRMT1 inh -1, MBD2 DNA inh -2, TCR CD3 inh -7, KLK7 zymogen act 0.3, LEDGF integ inh 4, UHRF1 binding -1, TDP2 inh -2, Tn6 DDE FP -10 and DDE Tn7 FP inh 2.
`CN1CCc2nc3sc(C(=O)NC4CC4)c(N)c3cc2C1` gave SIAE inh 0, PRMT1 inh 0, MBD2 DNA inh -9, TCR CD3 inh -2, KLK7 zymogen act 3.5, LEDGF integ inh -2, UHRF1 binding -2, TDP2 inh 2, Tn6 DDE FP -4 and DDE Tn7 FP inh 7.
Nc1ncc([N+](=O)[O-])s1 was read as SIAE inh -7, PRMT1 inh 19, MBD2 DNA inh 5, TCR CD3 inh 0, KLK7 zymogen act 0.6, LEDGF integ inh 5, UHRF1 binding 0, TDP2 inh -11, Tn6 DDE FP -10 and DDE Tn7 FP inh -2.
Screening CCOC(=O)[C@]12Cc3cc(C)ccc3[C@H]1N(C)C(=O)c1cc(OC)ccc12 returned SIAE inh -2, PRMT1 inh -4, MBD2 DNA inh -6, TCR CD3 inh -6, KLK7 zymogen act 0.1, LEDGF integ inh 4, UHRF1 binding 3, TDP2 inh -16, Tn6 DDE FP 4 and DDE Tn7 FP inh 9.
Screening O=C1NCN(c2ccccc2)C12CCN(C(c1cccs1)c1nnnn1Cc1ccccc1)CC2 (centres undefined) returned SIAE inh -3, PRMT1 inh 0, MBD2 DNA inh 3, TCR CD3 inh 4, KLK7 zymogen act -0.5, LEDGF integ inh 0, UHRF1 binding -2, TDP2 inh 13, Tn6 DDE FP -6 and DDE Tn7 FP inh 5.
Screening Clc1ccc2c(N3CCNCC3)ccnc2c1 returned SIAE inh 5, PRMT1 inh -1, MBD2 DNA inh -5, TCR CD3 inh -4, KLK7 zymogen act 1.1, LEDGF integ inh 5, UHRF1 binding 0, TDP2 inh -6, Tn6 DDE FP 0 and DDE Tn7 FP inh -1.
For O=C(NCCCN1CCOCC1)C(Cl)(Cl)Cl the results were SIAE inh 2, PRMT1 inh 0, MBD2 DNA inh 2, TCR CD3 inh 2, KLK7 zymogen act -0.2, LEDGF integ inh 2, UHRF1 binding 2, TDP2 inh 6, Tn6 DDE FP -1 and DDE Tn7 FP inh -1.
`CCOC(=O)c1c(C)n(Cc2ccco2)c2ccc(OC)cc12` gave SIAE inh -1, PRMT1 inh -1, MBD2 DNA inh -1, TCR CD3 inh 2, KLK7 zymogen act -0.9, LEDGF integ inh -1, UHRF1 binding 1, TDP2 inh 2, Tn6 DDE FP -7 and DDE Tn7 FP inh 4.
Screening Fc1cccc(F)c1CN1CCN(c2ccc(Cl)cc2)CC1 returned SIAE inh -2, PRMT1 inh 1, MBD2 DNA inh 0, TCR CD3 inh 3, KLK7 zymogen act 0.0, LEDGF integ inh -2, UHRF1 binding 1, TDP2 inh -17, Tn6 DDE FP -1 and DDE Tn7 FP inh 2.
`COC(=O)C1=C(c2cccc(OCc3ccccc3)c2)C[C@@H]2CC[C@H]1N2C(=O)NCCOc1ccccc1Cl` gave SIAE inh -7, PRMT1 inh -1, MBD2 DNA inh 0, TCR CD3 inh 4, KLK7 zymogen act 0.7, LEDGF integ inh -1, UHRF1 binding 1, TDP2 inh -5, Tn6 DDE FP -2 and DDE Tn7 FP inh -11.
CCOC(=O)C1=C(N)Oc2cc(C)oc(=O)c2C12C(=O)N1c3c(cccc32)C(C)=CC1(C)C (centres undefined) was read as SIAE inh -4, PRMT1 inh -1, MBD2 DNA inh 4, TCR CD3 inh 9, KLK7 zymogen act 0.0, LEDGF integ inh 1, UHRF1 binding 0, TDP2 inh -3, Tn6 DDE FP 5 and DDE Tn7 FP inh -5.

Ordered by formula weight (high to low): part of the list above
`COC(=O)C1=C(c2cccc(OCc3ccccc3)c2)C[C@@H]2CC[C@H]1N2C(=O)NCCOc1ccccc1Cl` gave SIAE inh -7, PRMT1 inh -1, MBD2 DNA inh 0, TCR CD3 inh 4, KLK7 zymogen act 0.7, LEDGF integ inh -1, UHRF1 binding 1, TDP2 inh -5, Tn6 DDE FP -2 and DDE Tn7 FP inh -11.
CCOC(=O)C1=C(N)Oc2cc(C)oc(=O)c2C12C(=O)N1c3c(cccc32)C(C)=CC1(C)C (centres undefined) was read as SIAE inh -4, PRMT1 inh -1, MBD2 DNA inh 4, TCR CD3 inh 9, KLK7 zymogen act 0.0, LEDGF integ inh 1, UHRF1 binding 0, TDP2 inh -3, Tn6 DDE FP 5 and DDE Tn7 FP inh -5.
`CCOC(=O)c1c(C)n(Cc2ccco2)c2ccc(OC)cc12` gave SIAE inh -1, PRMT1 inh -1, MBD2 DNA inh -1, TCR CD3 inh 2, KLK7 zymogen act -0.9, LEDGF integ inh -1, UHRF1 binding 1, TDP2 inh 2, Tn6 DDE FP -7 and DDE Tn7 FP inh 4.
`Cc1cc(N2CCNC[C@@H]2C)ccc1N1CC[C@H](O)C1` gave SIAE inh 7, PRMT1 inh 49*, MBD2 DNA inh -2, TCR CD3 inh 6, KLK7 zymogen act 1.3, LEDGF integ inh 7, UHRF1 binding -3, TDP2 inh 6, Tn6 DDE FP 16* and DDE Tn7 FP inh 2.

(more compounds)
Screening C[N+]1(CC(COCc2ccccc2)OC(=O)Cc2ccccc2)CCOCC1 (centres undefined) returned SIAE inh -1, PRMT1 inh 0, MBD2 DNA inh 4, TCR CD3 inh -3, KLK7 zymogen act 0.3, LEDGF integ inh 0, UHRF1 binding 3, TDP2 inh 1, Tn6 DDE FP -3 and DDE Tn7 FP inh 5.
CN1CC2=CC(O)CC3Oc4c(O)ccc(c4[C@]23C)C1 (some centres undefined) was read as SIAE inh 1, PRMT1 inh 0, MBD2 DNA inh 2, TCR CD3 inh -2, KLK7 zymogen act 0.0, LEDGF integ inh -2, UHRF1 binding -3, TDP2 inh 5, Tn6 DDE FP -1 and DDE Tn7 FP inh 1.
Screening CN1C(CC(O)c2ccccc2)CCCC1CC(O)c1ccccc1 (centres undefined) returned SIAE inh -6, PRMT1 inh 0, MBD2 DNA inh 1, TCR CD3 inh 1, KLK7 zymogen act -0.4, LEDGF integ inh -1, UHRF1 binding 0, TDP2 inh 0, Tn6 DDE FP 12 and DDE Tn7 FP inh 1.
`O=C(NCC1=C(c2cccc3ccccc23)C[C@@H]2CC[C@H]1N2Cc1ccco1)c1cccnc1` gave SIAE inh 3, PRMT1 inh -2, MBD2 DNA inh 1, TCR CD3 inh 8, KLK7 zymogen act 0.4, LEDGF integ inh 4, UHRF1 binding -1, TDP2 inh -2, Tn6 DDE FP -3 and DDE Tn7 FP inh -3.
Screening CCOc1ccc(-n2c(-c3ccoc3)nc3ccccc3c2=O)cc1 returned SIAE inh 1, PRMT1 inh 1, MBD2 DNA inh -2, TCR CD3 inh 5, KLK7 zymogen act 0.0, LEDGF integ inh 0, UHRF1 binding -1, TDP2 inh -1, Tn6 DDE FP 2 and DDE Tn7 FP inh 8.
Screening Cc1c(N=Cc2c(O)n(Cc3ccc(F)cc3)c(=O)[nH]c2=O)c(=O)n(-c2ccccc2)n1C returned SIAE inh -9, PRMT1 inh -2, MBD2 DNA inh -2, TCR CD3 inh 5, KLK7 zymogen act -1.6, LEDGF integ inh 2, UHRF1 binding 0, TDP2 inh -22, Tn6 DDE FP -3 and DDE Tn7 FP inh 7.
For CCN1C(=O)NC(=O)/C(=C\c2cn(CC(=O)N3CCCC3)c3ccccc23)C1=O the results were SIAE inh -16, PRMT1 inh 10, MBD2 DNA inh 1, TCR CD3 inh 3, KLK7 zymogen act 0.0, LEDGF integ inh 3, UHRF1 binding -3, TDP2 inh 14, Tn6 DDE FP -7 and DDE Tn7 FP inh 4.
